TRHR enhancer: allosterically enhances the human TRH receptor | 360,000 compounds, 0.66% hits | TRHR cells, fluo-8 calcium fluorescence, EC20 TRH enhancement | AID 493056 | enhancement, % at 2 µM | P34981; in the data active means enhancement above about 30%; further: 0% is about no effect
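TRHR-expressing cells loaded with fluo-8 calcium dye were read kinetically (ex 480/em 530) during compound addition, then stimulated with an EC20 of TRH (10 nM final). Enhancement of the Gq-mediated intracellular calcium response was scored.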
RXFP1 antag: RXFP1 (human) relaxin receptor antagonism | Q9HBX9 | HEK293-RXFP1, relaxin-stimulated cAMP HTRF, 30 min; active compounds read low | activity change, negative = inhibition, % at 57.5 µM | 350,000 compounds, 0.59% hits;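 active means activity change of -60% or lower, but not beyond a set lower limit; inconclusive means change between -60% and -40%, or beyond the set limit; inactive means change above -40%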; further: on the % scale 0 is the no-effect control and ±100 the full control effect
Target sequence (Q9HBX9 whole entry, looked up): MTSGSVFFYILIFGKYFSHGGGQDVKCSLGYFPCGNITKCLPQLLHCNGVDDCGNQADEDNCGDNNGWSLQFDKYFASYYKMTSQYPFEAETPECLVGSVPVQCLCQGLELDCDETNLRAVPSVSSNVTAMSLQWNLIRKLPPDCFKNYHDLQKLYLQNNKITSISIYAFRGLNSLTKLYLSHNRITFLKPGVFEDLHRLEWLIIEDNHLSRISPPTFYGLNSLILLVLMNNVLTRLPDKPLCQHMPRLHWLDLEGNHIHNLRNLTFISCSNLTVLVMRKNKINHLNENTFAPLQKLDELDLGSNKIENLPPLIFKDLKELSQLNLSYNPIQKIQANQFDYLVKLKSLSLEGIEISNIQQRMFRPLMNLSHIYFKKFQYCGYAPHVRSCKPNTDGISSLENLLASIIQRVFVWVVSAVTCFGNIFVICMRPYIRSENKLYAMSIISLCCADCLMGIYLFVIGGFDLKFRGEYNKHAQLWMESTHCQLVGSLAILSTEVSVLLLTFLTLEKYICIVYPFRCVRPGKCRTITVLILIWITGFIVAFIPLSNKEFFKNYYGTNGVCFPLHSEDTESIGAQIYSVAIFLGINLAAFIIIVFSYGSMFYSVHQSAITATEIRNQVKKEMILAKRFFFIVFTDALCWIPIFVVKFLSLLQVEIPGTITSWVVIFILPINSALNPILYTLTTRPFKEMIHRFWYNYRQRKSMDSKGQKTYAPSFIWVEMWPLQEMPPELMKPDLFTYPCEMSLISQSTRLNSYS
RXFP1 agonist: RXFP1 (human) receptor agonism. Potency, µM (top dose mostly 57.5 µM), for the others: at the highest dose activation, hits mostly activators. HEK293T-RXFP1 cAMP TR-FRET, 30 min; response scale: percent of porcine relaxin response, buffer zero. Q9HBX9. 370,000 compounds, 0.3% hits; further: potency means the concentration at half of the fitted maximal effect; on the % scale 0 is the no-effect control and ±100 the full control effect; nearly all actives have a fitted effect of over 60% in size; many of its hits are not listed in these tables
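HEK293 cells stably expressing RXFP1, treated 30 min at 37C with compounds plus PDE4 inhibitor Ro 20174; cAMP measured by HTRF TR-FRET. Normalized to buffer and 29 nM porcine relaxin; EC50 by Hill fit.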
D1 ag: activates the human D1 dopamine receptor; HEK293 T-REx D1 cells, calcium flux, agonist mode; 360,000 compounds, 1% hits; P21728; activation, % at 2 µM; AID 504660; in the data active means activation above about 30%; further: 0% is about no effect
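Inducible HEK293 T-REx D1 cells, force-coupled to calcium signalling, were plated at 4000 cells/well with tetracycline and held overnight at 30 C. After no-wash calcium dye loading, compound-evoked calcium rise over 180 s flagged agonists.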
D2 potentiator: D2 dopamine receptor (human) potentiation; AID 485347; potentiation, % at 10 µM; 340,000 compounds, 0.34% hits; HEK293 T-REx D2, calcium flux, EC20 dopamine potentiation;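 active means potentiation over 3 SD above the plate norm, cut at about 30% in these data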; further: 0% is about no effect
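Potentiation of an EC20 dopamine calcium response measured kinetically over 180 s, after a preceding 180 s compound-only read flagging agonists. Cells: inducible Hek293 Trex D2 line, 4000/well, cultured overnight at 30 C before dye loading.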
TRHR agonist: agonists of human TRH receptor. TRHR cells, calcium flux fluo-8, FDSS agonist mode. activation, % at 2 µM. P34981. 360,000 compounds, 0.18% hits; in the data active means activation above about 30%; further: 0% is about no effect
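In this calcium-flux screen, cells bearing human TRHR are dye-loaded with fluo-8, baselined for 10 cycles, then exposed to library compounds; positive kinetic calcium responses during the agonist phase mark hits, with TRH as control.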
D1 antag: antagonists of human D1 dopamine receptor; P21728; HEK293 TREx D1 cells, calcium flux, dopamine EC80; active compounds read low; activity change, negative = inhibition, % at 10 µM; 360,000 compounds, 3.2% hits; AID 504652; in the data active means activity change below about -30%; further: on the % scale 0 is the no-effect control and ±100 the full control effect
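Allosteric or orthosteric antagonism assessed as attenuation of the calcium response to EC80 dopamine, added 180 s after compound, in induced HEK293 Trex D1 cells loaded with no-wash calcium dye.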
D1 potentiator: enhances dopamine response at the human D1 receptor; HEK293 TREx D1 cells, calcium flux, dopamine EC20 potentiation; AID 504651; potentiation, % at 10 µM; P21728; 360,000 compounds, 0.036% hits; in the data active means potentiation above about 30%; further: 0% is about no effect
Apoferritin bind: binds horse apoferritin like a general anesthetic; P02791; apoferritin/1-aminoanthracene competitive binding, fluorescence; Potency, µM (series often up to 77.5 µM), for inactives: at the highest dose activity change, negative = displacement, most hits filed as inhibitors; 350,000 compounds, 0.074% hits; further: potency means the concentration at half of the fitted maximal effect; on the % scale 0 is the no-effect control and ±100 the full control effect; nearly all actives have a fitted effect of over 20% in size
Target sequence (P02791 2-175 limits assumed): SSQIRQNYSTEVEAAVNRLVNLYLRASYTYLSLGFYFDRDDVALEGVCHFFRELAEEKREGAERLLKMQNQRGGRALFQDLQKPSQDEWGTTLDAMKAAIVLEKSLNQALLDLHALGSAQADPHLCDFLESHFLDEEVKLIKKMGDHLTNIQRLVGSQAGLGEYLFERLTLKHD
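10 uM apoferritin + 50% sat. 1-AMA, PBS; cpd 10 min RT; Ex380/Em535 endpoint; normalized to free probe vs complex; 4-param Hill fit; propofol titration as pos. ctrl.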
Starred values were filed as active, the others as inactive; ? = inconclusive; · = no result given; [ ] = dose if it differs, or a comment. Unless noted, the call rests on the fitted dose curve; in most records, active means well fitted curve in the direction sought with a large enough effect; inconclusive means small, poorly fitted or top-dose-only effect, or another doubt; inactive means no such curve, though single readings can be large; an effect the other way counts as inactive or inconclusive. This is a subset; rates above refer to the full screens.

SMILES	D1 ag	TRHR agonist	TRHR enhancer	Apoferritin bind	RXFP1 antag	D1 potentiator	D1 antag	D2 potentiator	RXFP1 agonist
COc1cc(OC)c(C2=NOC(C(=O)NCCc3ccccc3)C2)cc1Cl (centres undefined)	3	-0.2	1	-17%	0	5	-23	-5	0.6%
O=[N+]([O-])c1ccc(S(=O)(=O)NCC(c2cccnc2)N2CCc3ccccc3C2)cc1 (centres undefined)	1	0.0	-1	·	-11	-5	-16	12	1.8%
Clc1ccc2c(NCc3cccs3)ncnc2c1	9	-0.9	-7	-7%	-5	1	-12	5	-0.9%
Cc1ccccc1CSc1ccc(-c2cccs2)nn1	-1	-0.1	3	40%[activator]	-31	-4	-25	8	12%
COc1ccc(CCNC(=O)c2cc(=O)c3cc(C)ccc3o2)cc1	8	-1.3	0	-6%	-2	-7	-24	7	0.9%
Cn1nc(OCC(=O)O)cc1C(F)(F)F	3	-0.3	0	-10%	20	-2	-5	12	3.7%
Cn1ncc2c(O/N=C(\N)c3ccc(C(F)(F)F)cc3)ncnc21	0	-0.7	-2	2%	-7	3	-5	2	12%
Nc1[nH]n(-c2ccccc2)c(=O)c1N=Nc1ccc2ncsc2c1	0	-1.1	7	-3%	-10	-2	-17	6	-2.0%
COc1ccc(C(C)=O)cc1COC(=O)c1ccc(OCc2c(C)noc2C)cc1	2	1.4	0	-12%	5	-1	7	14	19%
N#Cc1c(-c2ccccc2)cc2nc3ccccc3n2c1N	1	1.6	2	28%	-8	-8	-10	-6	3.8%
CCOc1ccc(S(=O)(=O)N2CCC(C(=O)N3CCCCCC3)CC2)cc1C	9	-1.7	-4	-8%	-6	-5	-1	-5	-0.9%
COc1ccccc1OCc1nc(C#N)c(NCCCn2ccnc2)o1	2	0.6	-1	-6%	2	-7	9	-5	5.9%
CN(C)NC(=O)c1ccc([N+](=O)[O-])s1	3	1.1	1	-3%	13	0	-2	1	0.3%
COc1cc(NC(=O)c2sc(C)nc2C)c(OC)cc1NC(=O)c1ccccc1	0	-0.6	-1	-8%	0	0	-11	-5	-0.5%
COc1ccc(C)cc1S(=O)(=O)N1CCC2(CC1)OCCN2S(=O)(=O)c1ccccc1	1	-0.2	1	·	-11	1	5	13	0.8%
CN(CCNC(=O)c1ccc(CS(=O)(=O)c2c(Cl)cccc2Cl)o1)CCc1ccccc1	5	-0.3	0	5%	31	-13	-56*	-5	-2.8%
COc1ccc(N2CCN(C(=O)C(Cc3ccccc3)n3cccc3)CC2)cc1 (centres undefined)	2	0.0	2	-18%	1	-6	-16	3	0.0%
COc1cc(C(=O)Nc2nc3ccc(S(=O)(=O)N4CCOCC4)cc3s2)cc(OC)c1OC	-1	0.2	5	-16%	9	-7	0	·	-0.3%
COCC(=O)N(C)c1nnc(-c2cnc(C)cn2)s1	4	-0.2	4	-15%	-3	2	18	7	2.1%
CCOC(=O)CSc1nc(NCc2ccco2)c2ccccc2n1	2	-0.4	5	-18%	-6	-5	-18	-13	0.0%

Later entries:
SMILES	D1 ag	TRHR agonist	TRHR enhancer	Apoferritin bind	RXFP1 antag	D1 potentiator	D1 antag	D2 potentiator	RXFP1 agonist
COc1cccc(OC)c1C(=O)Nc1ccc2c(c1)Cc1ccccc1-2	7	0.2	-8	-11%	-21	-4	-10	0	-0.1%
CCOc1cc2[nH]c(=S)n(CCCCC(=O)NCc3ccco3)c(=O)c2cc1OCC	5	1.2	5	5%	10	-5	-7	0	?
Cc1cc(Cl)c(S(=O)(=O)NCc2cccnc2)cc1OCC(N)=O	1	0.0	-2	-8%	2	0	-6	-7	0.2%
C=CCn1c(SCC(=O)N2CC(C)OC(C)C2)nnc1-c1ccncc1 (centres undefined)	0	0.9	10	·	6	0	0	10	-1.1%
O=C(O)C1CCCCC1C(=O)Nc1cccc2ccccc12 (centres undefined)	0	0.8	7	6%	-11	0	-6	-4	0.7%
Cc1ccc(-n2c(=O)c3ccc(C(=O)NCc4ccco4)cc3n(Cc3ccccc3Cl)c2=O)cc1	0	0.7	1	-1%	-16	2	-4	3	5.6%
CC(=O)Nc1ccc(S(=O)(=O)CCC(=O)O)cc1	-1	-0.5	20	-10%	9	0	2	-9	0.5%
CCN(CC)S(=O)(=O)c1cc(C(=O)Nc2ccccn2)ccc1C	0	-0.3	3	-3%	14	-4	5	·	0.7%
COc1ccc(NC(=O)COc2ccc(-n3cnnn3)cc2)cc1OC	3	0.2	0	·	-3	1	2	-13	1.3%
CN(C)c1ccnc2sc(C(=O)NCc3ccccc3)c(N)c12	5	-1.3	8	3%	-12	-7	0	12	0.2%
NS(=O)(=O)c1cc(C(=O)OCC(=O)N2CCc3ccccc3C2)ccc1Cl	6	0.1	-4	·	11	·	5	10	-1.2%
CCCCC(C(=O)NC(C)(C)C)N(Cc1ccccc1Cl)C(=O)c1snc(C(N)=O)c1N (centres undefined)	4	-0.4	-16	-22%	-14	3	9	4	5.2%
CCCCOc1ccc(/C=C/C(=O)OCC(=O)c2c(N)n(C)c(=O)n(C)c2=O)cc1OCC	0	0.1	2	1%	6	4	17	7	-2.0%
CC(C)Nc1nnc(SCC(=O)Nc2sccc2C#N)s1	2	0.4	1	·	1	2	-15	4	0.5%
COc1ccc(OC)c(/C=C2\N=C(c3ccccc3)OC2=O)c1	74*	11	-5	-6%	8	-6	-5	9	17%
Cc1ccc(OCCOCCN2CCN(C)CC2)c([N+](=O)[O-])c1	1	-0.9	-1	-6%	11	-4	-22	-2	-1.4%
Cc1cccc(Nc2ncnc3onc(-c4cccc(Cl)c4)c23)c1	3	0.0	-6	-18%	·	6	-19	-6	0.5%
CCOC(=O)c1ccc(NC(=O)c2cnc(N3CCCC3)nc2C)cc1	8	0.7	1	-20%	-3	1	9	3	0.3%
O=C(Nc1cccc(C(F)(F)F)c1)C(Sc1n[nH]c(=O)[nH]c1=O)c1ccccc1 (centres undefined)	8	-0.2	-1	-2%	-18	2	-4	1	-1.8%
CCc1ccc(CNC(=O)CCCn2nc(C)n3ccnc3c2=O)cc1	2	0.7	-2	-8%	-6	-4	-7	-4	?

The list goes on.
SMILES	D1 ag	TRHR agonist	TRHR enhancer	Apoferritin bind	RXFP1 antag	D1 potentiator	D1 antag	D2 potentiator	RXFP1 agonist
Cc1cccc(C)c1NC(=O)C1CCCN(S(=O)(=O)c2c(C)noc2/C=C/N(C)C)C1 (centres undefined)	-2	-0.6	-3	-16%	0	-4	-8	19	2.1%
O=C(O)CCN1C(=O)/C(=C/c2ccc(-c3nc4ccccc4s3)o2)SC1=S	28	1.2	7	-5%	-9	5	98	·	1.4%
CCOc1ccc(CN2CCN(C3CCSCC3)CC2CCO)cc1 (centres undefined)	1	0.3	41*	-4%	-6	-5	5	-21	0.4%
Cc1ccc(Cl)cc1NC(=O)CCc1c(C)nc2c3cccnc3nn2c1C	-1	-0.4	-6	-3%	7	1	-1	2	7.4%
COC(=O)c1ccc2c(CCO)c[nH]c2c1	1	-0.1	-2	3%	·	1	0	3	6.2%
FC(F)(F)Oc1ccc(Nc2nc3ccccc3o2)cc1	2	3.3	3	-17%	-9	3	5	8	-0.1%
CCn1ncc(NC(=S)Nc2ccc(OC)c(OC)c2)c1C(N)=O	5	-0.1	-6	-21%	-7	-4	2	-3	3.6%
CCc1noc(C)c1C(=O)Nc1nc2c(F)cc(F)cc2s1	9	2.2	-3	·	-11	-5	-17	0	0.5%
CCCNS(=O)(=O)c1ccc(OCC(=O)NCCCOC)cc1	0	0.4	-2	5%	-8	-2	9	-14	-0.1%
CN(c1ccccc1)c1ccc(/C=c2\s/c(=C(/C#N)C(=O)C(C)(C)C)n(Cc3ccco3)c2=O)cc1	86*	41*	4	-17%	·	3	12	6	-1.5%
CCCCN(CCCC)C(=O)CN(C)S(=O)(=O)c1ccc2c(c1)c(=O)n(C)c(=O)n2C	1	0.1	5	?	·	0	-22	16	5.6%
Cc1cccc(-c2n[nH]c(S(C)(=O)=O)c2C#N)c1	4	0.5	-5	-1%	-3	-1	-5	-7	1.3%
CCN(CC)CCNC(=O)CS(=O)Cc1nc(-c2ccc(C)cc2)oc1C (centres undefined)	3	-0.8	11	-12%	1	-2	-1	-4	0.1%
O=C(Nc1cccc(F)c1)Nc1ccc(Cl)cn1	-3	0.9	3	-1%	-3	-4	0	-1	2.3%
O=C(COC(=O)c1cccc(Cl)c1Cl)NCc1cccs1	1	-0.4	-4	·	10	-6	1	0	-0.4%

Screening data as filed in PubChem BioAssay.
